Screening data from PubChem.
HEK293 NOD2/NF-kB – inhibition of NOD2-driven NF-kB reporter – cell-based, luminescence, uHTS, HEK293 (AID 1566) | inhibition, % at 4 µM, or EC50 in µM where a hit was titrated | HEK293 NOD2/NF-kB luciferase reporter, luminescence; higher % means a stronger effect | 0.63% of 290,000 active; also: many of its hits are not listed in these tables
NOD1 inhibition – NOD1 signaling inhibitors, primary screen, cell-based, luminescence, uHTS (AID 1578); NOD1-driven NF-kB luciferase reporter cells, luminescence; higher % means a stronger effect; inhibition, % at 4 µM; hits with a dose series show EC50 in µM; 1% of 290,000 active; in the data active = inhibition mostly above about 36%, no sharp cut-off; inactive = mostly below about 34%;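 also: HEK-293T reporter cells stimulated with the NOD1 agonist gamma-tri-DAP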
HIV fusion peptide – cell-free HIV fusion peptide-binding blockers – biochemical, uHTS, fluorescence dequenching, primary screen (AID 1986). one-dose inhibition, % at 20 µM; IC50 in µM for titrated hits. 0.3% of 290,000 active. cell-free peptide binding, fluorescence dequenching, 30 min; higher % means a stronger effect; in the data active = inhibition mostly above about 52%, no sharp cut-off; inactive = mostly below about 76%; also: some results filed as inactive read as strong as hits
AID2073 – inhibitors of Mint1-CaV2.2 protein interaction, biochemical, HTRF (AID 2073). HTRF protein-protein interaction, Mint1-CaV2.2; higher % means a stronger effect. inhibition, % at 20 µM; hits with a dose series show IC50 in µM. 0.19% of 290,000 active; in the data active = inhibition mostly above about 51%, no sharp cut-off; also: some results filed as inactive read as strong as hits
Yfh1-depleted yeast – enhancers of respiration in Yfh1-depleted yeast, dose response, Friedreich's ataxia, plus single-dose screen (AID 1465); S. cerevisiae Yfh1-off respiration, WST-1 reduction, 72 h; higher fold induction means a stronger effect; fold induction at 50 µM; hits with a dose series show EC50 in µM; 0.074% of 220,000 active;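 active = fold induction of absorbance versus untreated yeast above a set limit, then at least 30% activation at any dose in follow-up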;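 also: activators that raise dye reduction in frataxin-depleted yeast; strong numbers were not always called active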
KOR beta-arrestin-1 – KOR agonists, beta-arrestin recruitment, primary screen, cell-based, luminescence, uHTS (AID 1777); KOR beta-arrestin recruitment, luminescence; higher % means a stronger effect; 0.02% of 280,000 active; activation, % at 10 µM, or EC50 in µM where a hit was titrated; in the data active = activation above about 50%, passing the limit was not always enough; also: a part of the inactive calls stands beside numbers as strong as those of hits
Dengue-2 NS5 capping – Dengue-2 NS5 methyltransferase inhibitors, primary screen, biochemical, confirmation dose response (AID 588689). Dengue-2 NS5 methyltransferase capping enzyme assay, biochemical; higher % means a stronger effect. one-dose inhibition, % at 25 µM; IC50 in µM for titrated hits. 0.3% of 340,000 active; in the data active = a potency from the dose series
KOR beta-arrestin-2 – KOR antagonists, beta-arrestin recruitment, cell-based, luminescence, uHTS (AID 1778). KOR beta-arrestin recruitment, luminescence, antagonist mode; higher % means a stronger effect. inhibition, % at 10 µM, or IC50 in µM where a hit was titrated. 0.091% of 290,000 active; also: strong numbers were not always called active
West Nile virus CPE – West Nile virus antiviral activity, cell-based, CPE readout (AID 1621). West Nile virus-infected cells, CPE inhibition; higher % means a stronger effect. 0.02% of 290,000 active. CPE inhibition, % at 10 µM; hits with a dose series show IC50 in µM; in the data active = a potency from the dose series; also: strong numbers were not always called active
An asterisk follows results filed as active; i = inactive; x = no result given; [ ] = another dose, or the depositor's remark. Rule as the data show it, unless noted: active = inhibition above about 50%; inactive = the rest. This is a subset (hit frequency here may not be typical).

SMILES	HEK293 NOD2/NF-kB	NOD1 inhibition	HIV fusion peptide	AID2073	Yfh1-depleted yeast	KOR beta-arrestin-1	Dengue-2 NS5 capping	KOR beta-arrestin-2	West Nile virus CPE
COc1ccc(S(=O)(=O)n2nc(-c3cc(OC)c(OC)c(OC)c3)cc2N)cc1OC	10%	-29%	-2.3%	6%	i	3.0%	0%	6%	-0.3%
Nn1c(SCC(=O)NC(=O)NCc2ccccc2)nnc1C1CC1	22%	11%	-4.1%	-8%	i	-1.7%	-8%	37%	0.2%
COc1ccc2c(c1)OCC1=C2CCC2(C)C(=O)CC=C12 (configuration not stated)	12%	3%	20%	0%	x	0.9%	x	4%	x
O=C(c1ccco1)N1CCN(c2ncnc3c2nnn3Cc2ccccc2Cl)CC1	8%	11%	0.5%	12%	i	0.8%	12%	-11%	-0.3%
CC1=Nc2ccc(Br)cc2C(c2ccccc2)N1CC(=O)NN (configuration not stated)	1%	-39%	-0.8%	33%	i	-4.0%	-4%	-7%	-0.3%
CC(C)NC(=O)Nc1cccc(Cl)c1	-2%	-2%	-1.2%	-4%	i	3.6%	-3%	2%	-0.2%
Cn1cccc1C(=O)NCCc1ccc(Cl)cc1	-41%	-82%	1.0%	11%	x	-0.9%	3%	1%	-0.6%
Cc1ccc(CSCCNS(C)(=O)=O)cc1	4%	-12%	3.0%	-14%	i	-0.5%	2%	15%	0.9%
CCOc1ccc(-c2nnn(CC(=O)c3ccc4c(c3)OCCO4)n2)cc1	20%	21%	-2.5%	5%	i	-8.3%	-1%	-56%	-0.3%
COC(=O)c1cc(CSc2nnc(NC3CCCCC3)s2)oc1C	28%	20%	7.1%	11%	i	-2.6%	-5%	-27%	-1.2%
COc1cccc(-n2c(=O)n(Cc3ccccc3)c(=O)c3[nH]cnc32)c1C	16%	1%	0.7%	5%	i	-1.0%	4%	10%	0.2%
Oc1ccc(/C=N/Nc2nc(N3CCCC3)nc(N3CCCC3)n2)cc1O	20%	-31%	3.5%	-9%	i	-2.7%	-4%	-32%	-0.8%
Fc1ccc(CN2CCCN(C(=S)Nc3ccc(F)cc3)CC2)cc1	5%	-7%	-2.2%	-22%	i	-4.0%	-3%	18%	-0.6%
COc1ccccc1-n1nnnc1S(=O)(=O)Cc1ccc(Cl)cc1	13%	102%	-0.3%	-8%	x	0.1%	-29%	-2%	x
Cc1cc(C)nc(N2CCC(C(=O)Nc3ccc4c(c3)CCC4)CC2)n1	4%	-23%	0.3%	11%	i	-0.9%	-2%	10%	-0.1%
COc1cccc2cc(-c3nc4ccccc4[nH]3)c(=O)oc12	-46%	-42%	-0.4%	30%	x	-4.7%	6%	16%[20 µM]	-0.7%
S=C(Nc1ccc(Br)cc1Cl)N1CCC2(CC1)OCCO2	-2%	-32%	-1.1%	-31%	i	-1.4%	-2%	-32%[20 µM]	0.5%
N#Cc1ccc(OCC(=O)Nc2ccccc2NS(=O)(=O)c2cccs2)cc1	19%	-10%	9.3%	-4%	i	9.8%	5%	-34%	-0.3%
CC(=O)NC(Cc1ccccc1)C(=O)N1CCN(C(=O)c2cccs2)CC1 (configuration not stated)	7%	-4%	1.1%	-12%	i	0.1%	0%	5%	-0.1%
COc1ccc(C2Nc3ccccc3C(=O)N2NS(=O)(=O)c2ccccc2)cc1 (configuration not stated)	9%	-8%	-1.7%	7%	i	-4.4%	1%	-4%	1.1%
O=[N+]([O-])c1ccc(N/N=C2/CCCCC2c2ccccn2)cc1 (configuration not stated)	-116%	-44%	0.6%	-9%	i	-3.8%	-12%	-3%	-0.7%
CCCCOc1ccc(Cl)cc1CSc1nnc(CC)n1N	7%	-20%	0.0%	-1%	i	-3.7%	-7%	-17%	-0.5%
CCn1c(SCC(=O)Nc2ccc(OC)cc2)nc2nc3c(cc2c1=O)CCCC3	x	x	-1.2%	7%	i	0.2%	-1%	4%	-0.2%
CCN1CCN(C(=O)/C=C/c2c(F)cccc2Cl)CC1	9%	-28%	-0.2%	1%	i	-0.8%	-4%	1%	-0.7%
CCOC(=O)Nc1cc2c(C)cc(=O)oc2cc1C	12%	-2%	-1.4%	0%	x	5.0%	1%	-31%	x
COc1cccc(NC(=O)N2CCC(n3nnc4ccccc43)CC2)c1	16%	-12%	0.9%	0%	i	x	-2%	-29%[20 µM]	0.2%
COCCNC(=O)C1CC(c2cccc(OC)c2)=NO1 (configuration not stated)	0%	x	0.3%	-3%	i	1.5%	5%	-9%	0.2%
CCC(C(=O)NCCCN1CCCCCC1)n1nc(C)c2sc3ccccc3c2c1=O (configuration not stated)	-40%	2%	-2.0%	8%	x	-2.9%	-6%	-8%	0.0%
O=C(COC(=O)c1cc(Br)ccc1Cl)NC(=O)NCc1ccccc1	-2%	-35%	0.3%	-3%	i	1.0%	3%	5%	0.7%
CC(OC(=O)c1ccccc1NCCO)C(=O)NCC(=O)Nc1ccc(F)c(F)c1F (configuration not stated)	7%	-23%	-1.6%	9%	x	-1.5%	-7%	10%	0.1%
COCCn1c(SCC(=O)N2CC(=O)Nc3ccccc32)nc2ccccc21	-7%	-12%	1.1%	-2%	i	-3.3%	-4%	-8%	0.7%
O=C(OCN1C(=O)c2ccccc2C1=O)c1ccc(Cl)nc1	5%	-18%	-1.7%	17%	x	-3.9%	-12%	2%	-0.2%
CCOC(=O)N1CCN(C(=O)c2ccc3nc4ccsc4c(=O)n3c2)CC1	9%	-9%	-0.5%	17%	x	-0.7%	-7%	-31%	x
Cc1ccc(-c2cc(C(=O)NCCCn3ccnc3)c3cc(Br)ccc3n2)o1	9%	4%	9.5%	32%	i	1.6%	x	10%	0.1%
COc1ccccc1/C=N/N1CCN(c2ccc(Cl)cc2)CC1	15%	-28%	-0.1%	6%	x	-4.8%	0%	-6%[20 µM]	0.0%
COP1(=O)C=C[C@H](N(Cc2ccccc2)S(=O)(=O)c2ccccc2[N+](=O)[O-])[C@@H](C)O1 (some centres not stated)	23%	7%	-0.5%	7%	i	-1.7%	1%	32%	1.3%
Cc1nn(C)cc1CNC(=O)c1cccc(Br)c1	-4%	-33%	4.6%	3%	i	0.1%	1%	12%	-0.2%
O=C(O)CCOc1ccc2c(c1)OCCO2	20%	12%	0.1%	0%	i	-2.5%	4%	-12%	0.0%
O=C(N/N=C/c1cn(-c2ccccc2)nc1-c1cccs1)c1ccncc1	8%	1%	-2.0%	9%	i	-2.8%	-1%	5%	-0.4%
CC(=O)c1cccc(NC(=O)C2CCCN(S(=O)(=O)c3cccc4cccnc34)C2)c1 (configuration not stated)	20%	11%	0.0%	-1%	i	-8.5%	-4%	6%	0.1%
O=C(O)COc1nsnc1N1CCOCC1	-18%	-13%	4.1%	1%	i	-0.9%	0%	17%	0.1%
CCOC(=O)N1CCN(C(=O)c2ccc(C)c(S(=O)(=O)Nc3cccc(C)c3C)c2)CC1	-9%	-8%	1.1%	-5%	i	1.4%	-3%	0%	-0.1%
C/C(=N\NC(=O)NC1CCCCC1)c1ccc(Cl)s1	-18%	-23%	0.3%	1%	x	0.9%	-5%	-35%	0.2%
CCC(C)NC(=O)CSC1=Nc2ccccc2C2=NC(CC(=O)NCc3ccccc3)C(=O)N12 (configuration not stated)	10%	1%	6.8%	-5%	i	-4.1%	-4%	-11%	-0.1%
C/C(=N/NC(=O)c1cn(-c2cccc(C)n2)cn1)c1ccc(C)cc1	2%	12%	-1.1%	1%	i	5.2%	x	-17%	0.1%
CCCCCCn1c(=O)[nH]c2c(c1=O)CCC2	5%	-6%	0.2%	5%	i	2.3%	-3%	3%	0.1%
O=C(N/C=N/OCc1ccc(Cl)cc1Cl)NOCc1ncc(C(F)(F)F)cc1Cl	-11%	-6%	-2.2%	37%	i	2.1%	-3%	2%	0.0%
O=C(NC12CC3CC(CC(C3)C1)C2)c1cnccn1	7%	1%	0.6%	1%	i	1.5%	20%	-20%	-0.2%
CCN(CC)S(=O)(=O)c1cccc(NC(=O)COc2ccc(F)cc2Br)c1	15%	-5%	0.2%	12%	i	-2.0%	-73%	1%	-1.2%
O=C(Nc1ccc(-n2cnnn2)cc1)C1CCCCC1	7%	-29%	3.0%	8%	i	6.1%	0%	-15%	-0.1%
CCCCn1nnnc1SCC(=O)Nc1cccc(C)c1	12%	-19%	-1.8%	26%	x	-2.3%	-8%	11%	0.0%
COc1ccc(NS(=O)(=O)c2ccc(F)cc2F)cn1	3%	28%	3.6%	-7%	x	2.5%	-3%	-10%	0.0%
COc1ccc(-n2c(Cn3nnc4ccccc43)nnc2SCC(=O)O)cc1	6%	12%	-2.4%	-3%	i	-1.5%	-6%	11%	0.5%
C(=N\Nc1nc2ccccc2[nH]1)/C1CCCCC1	-15%	-28%	-4.3%	-11%	i	-1.5%	-1%	-25%	-0.9%
COCc1nnc(NC(=O)c2ccc(NC(C)=O)cc2)s1	11%	-17%	-0.4%	-3%	i	8.5%	4%	21%	0.5%

In the list so far, these contain a Cl atom.
SMILES	HEK293 NOD2/NF-kB	NOD1 inhibition	HIV fusion peptide	AID2073	Yfh1-depleted yeast	KOR beta-arrestin-1	Dengue-2 NS5 capping	KOR beta-arrestin-2	West Nile virus CPE
O=C(c1ccco1)N1CCN(c2ncnc3c2nnn3Cc2ccccc2Cl)CC1	8%	11%	0.5%	12%	i	0.8%	12%	-11%	-0.3%
CC(C)NC(=O)Nc1cccc(Cl)c1	-2%	-2%	-1.2%	-4%	i	3.6%	-3%	2%	-0.2%
Cn1cccc1C(=O)NCCc1ccc(Cl)cc1	-41%	-82%	1.0%	11%	x	-0.9%	3%	1%	-0.6%
COc1ccccc1-n1nnnc1S(=O)(=O)Cc1ccc(Cl)cc1	13%	102%	-0.3%	-8%	x	0.1%	-29%	-2%	x
S=C(Nc1ccc(Br)cc1Cl)N1CCC2(CC1)OCCO2	-2%	-32%	-1.1%	-31%	i	-1.4%	-2%	-32%[20 µM]	0.5%
CCCCOc1ccc(Cl)cc1CSc1nnc(CC)n1N	7%	-20%	0.0%	-1%	i	-3.7%	-7%	-17%	-0.5%
CCN1CCN(C(=O)/C=C/c2c(F)cccc2Cl)CC1	9%	-28%	-0.2%	1%	i	-0.8%	-4%	1%	-0.7%
O=C(COC(=O)c1cc(Br)ccc1Cl)NC(=O)NCc1ccccc1	-2%	-35%	0.3%	-3%	i	1.0%	3%	5%	0.7%
O=C(OCN1C(=O)c2ccccc2C1=O)c1ccc(Cl)nc1	5%	-18%	-1.7%	17%	x	-3.9%	-12%	2%	-0.2%
COc1ccccc1/C=N/N1CCN(c2ccc(Cl)cc2)CC1	15%	-28%	-0.1%	6%	x	-4.8%	0%	-6%[20 µM]	0.0%
C/C(=N\NC(=O)NC1CCCCC1)c1ccc(Cl)s1	-18%	-23%	0.3%	1%	x	0.9%	-5%	-35%	0.2%
O=C(N/C=N/OCc1ccc(Cl)cc1Cl)NOCc1ncc(C(F)(F)F)cc1Cl	-11%	-6%	-2.2%	37%	i	2.1%	-3%	2%	0.0%
